GCN5L2 inh = inhibitors of human GCN5L2 histone acetyltransferase | 0.21% of 390,000 active | Potency, µM (titrated, usually from 58.9 µM), for inactives: at the top dose activity change, negative = inhibition, usual class: inhibitors | GCN5L2 HAT assay, ThioGlo1 CoA-SH fluorescence
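Fluorescence readout, Ex340nm/Em540nm: ThioGlo1 (50uM final) reacts with free CoA thiol released as 20nM GCN5L2 acetylates H3(1-25) peptide (75uM) using acetyl-CoA (70uM). Compound and enzyme sat 15 min beforehand; 20 min room-temperature reaction.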
TDP1 cell noCPT = qHTS for Inhibitors of human tyrosyl-DNA phosphodiesterase 1 (TDP1): qHTS in cells in absence of CPT; DT40 Tdp1-/- hTDP1 cells, no CPT, ATP luminescence, 48 h; Potency, µM (doses to about 46.2 µM), inactives show top-dose activity change, negative = growth inhibition, hits mostly inhibitors; 15% of 420,000 active; AID 686978, 2013; also: nearly all actives have a fitted effect of over 55% in size
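Seeded 400 DT40-hTDP1 cells/well (vehicle DMSO, no 20 nM CPT); pinned compounds; ≥48 hr at 37 °C; CellTiter-Glo luminescence as viability measure.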
TDP1 inh = TDP1 (human) enzyme inhibition | Q9NUW8 | recombinant TDP1, AlphaScreen DNA substrate cleavage | Potency, µM (series often up to 130 µM), for inactives: at the highest dose activity change, negative = inhibition, usual class: inhibitors | 0.28% of 350,000 active; also: nearly all actives have a fitted effect of over 40% in size
Target sequence (Q9NUW8 whole entry, looked up): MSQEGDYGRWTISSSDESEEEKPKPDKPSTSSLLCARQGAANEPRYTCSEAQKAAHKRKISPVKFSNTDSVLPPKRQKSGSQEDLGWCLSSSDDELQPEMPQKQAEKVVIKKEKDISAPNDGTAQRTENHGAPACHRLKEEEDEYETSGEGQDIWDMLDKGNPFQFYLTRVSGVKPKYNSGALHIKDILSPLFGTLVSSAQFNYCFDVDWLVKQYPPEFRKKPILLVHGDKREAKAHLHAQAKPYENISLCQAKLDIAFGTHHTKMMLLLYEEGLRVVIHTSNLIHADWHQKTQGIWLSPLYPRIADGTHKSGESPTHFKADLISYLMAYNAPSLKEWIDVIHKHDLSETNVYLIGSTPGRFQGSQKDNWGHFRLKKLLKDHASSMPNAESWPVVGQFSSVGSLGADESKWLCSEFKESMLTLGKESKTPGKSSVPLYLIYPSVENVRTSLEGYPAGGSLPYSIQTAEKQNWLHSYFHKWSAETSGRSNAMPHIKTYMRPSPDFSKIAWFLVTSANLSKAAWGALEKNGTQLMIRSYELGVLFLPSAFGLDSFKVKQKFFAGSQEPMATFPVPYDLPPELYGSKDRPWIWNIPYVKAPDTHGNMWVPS
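Recombinant E. coli-expressed Tdp1 (1 nM) preincubated with compound 15 min at RT, then 5'-biotin/3'-phosphotyrosine-FITC DNA substrate (15 nM) added for 5 min. AlphaScreen beads (10 ug/ml) added, 10 min RT; tyrosine-FITC cleavage read as signal loss.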
Active calls of the source: *; ? = inconclusive; . = not tested or not shown; & = joins results of further samples; [ ] = another dose, or the depositor's remark. Calls follow the shape of the dose curve; as a rule, active = well fitted curve in the direction sought with a large enough effect; inconclusive = small, poorly fitted or top-dose-only effect, or another doubt; inactive = no such curve, though single readings can be large; an effect the other way counts as inactive or inconclusive. % is scaled to controls: 0 for no effect and ±100 for the full control effect; potency is read from the fitted curve at half-maximal effect. The list is partial; rates above refer to the full screens.

SMILES	GCN5L2 inh	TDP1 cell noCPT	TDP1 inh
CCOC(=O)c1c(C)[nH]c(C)c1S(=O)(=O)NCC(=O)Nc1cc(Cl)ccc1OC	-4%	0%	5%
COC(=O)c1ccc(NS(=O)(=O)c2cc3c4c(c2)C(C)C(=O)N4CCC3)cc1 (stereo unspecified)	-2%	?	0%
CCOC(=O)Cc1nnc(Nc2ccc(C)cc2C)c2ccccc12	-5%	?	-6%
O=C(NCc1ccc(Cl)cc1)c1ccc2c(c1)N(Cc1ccccc1F)C(=O)c1ccccc1S2=O (stereo unspecified)	-5%	?	8%
CCNc1ccc(C(=O)N/N=C/c2c(C)nn(-c3ccccc3)c2N2CCCC2)cc1[N+](=O)[O-]	-4%	?	3%
COc1ccc(CCNC(=O)CSc2ncnc3c2oc2ccccc23)cc1OC	-3%	?	-4%
CCOc1cc(C(=O)OCC(=O)NCc2ccco2)cc(OCC)c1OCC	-16%	?	-6%
O=S(=O)(NCc1ccco1)c1ccc2ccccc2c1	-4%	-3%	.
CC(C)(C)OC(=O)N[C@H](C(=O)OC(C)(C)C)c1ccccc1	3%	-15%	-1%
O=C(CN1CCN(c2ccccn2)CC1)Nc1ccccc1	1%	-6%	-2%
CSCCC(NC(=O)c1c(C)oc2c1CCCC2)C(=O)O (stereo unspecified)	-15%	-7%	0%
CCOc1ccccc1CNC(=O)CCn1ccc2cc(S(=O)(=O)N3CCCCC3)ccc21	1%&-12%	29µM*	3%&3%
CCOc1ccccc1NC(=O)CCS(=O)(=O)c1cccc2nonc12	2%	-20%	7%
O=C(Nc1cnccn1)Nc1ccccc1Cl	-1%	29%	-3%
COc1ccc(-c2c(C#N)sc(C(N)=O)c2-c2ccc(OC)cc2)cc1	-2%	10µM*	5%
CCN(C(=O)c1cc2c(s1)-c1ccccc1OC2)c1cc(Cl)ccc1OC	-7%	10µM*	0%
Cc1ccc(-n2ncc3c(NCCc4ccccc4)ncnc32)cc1C	2%	?	-3%
COC(=O)Cc1[nH]n(-c2nc3ccccc3s2)c(=O)c1C(C)=O	5%	10µM*	.
Cc1onc(-c2ccccc2)c1-c1nc2cc(Cl)ccc2c(=O)o1	-29%	?	-7%
OCC1CCCN(C(=S)Nc2ccc(Nc3ccccc3)cc2)C1 (stereo unspecified)	-7%	-52%	4%
Cc1ccc2c(c1)C(c1ccccc1)N(C(=O)c1ccc(S(=O)(=O)N3CCCCC3)cc1)CC(=O)N2 (stereo unspecified)	2%	?	-2%[12.3 µM]
COc1ccc(C)cc1-n1c(-c2ccc(C)cc2)cc2c1CC(C)(C)CC2=O	-4%	8.2µM*	5%
S=C(NCc1ccccc1)NN1CCOCC1	-2%	-14%	-3%
CSc1nnc(-c2cc3ccccc3cc2O)n1C	-5%	8%	-1%
COc1ccc(-n2c(=O)cnc3cnc(OC)nc32)cc1	-10%	0%	.
Cc1ccc(C)c(S(=O)(=O)c2nnn3c2nc(N2CCCCC2)c2sccc23)c1	-12%	?	0%
Cc1cc(NCc2ccccc2)nc2ccccc12	-2%	?	3%
CCOCC(=O)Nc1ccccc1C(=O)OCC	-7%	-4%	-10%
COc1ccc(NC(C)=O)cc1NC(=O)c1ccc2ccccc2c1	-7%	-12%	8%
O=C(Cn1c(=O)oc2cc(S(=O)(=O)NCc3ccccc3)ccc21)Nc1cccc(F)c1	-8%	?	0%

An excerpt of these results, with two lines to a compound.
Values run as follows: GCN5L2 inh | TDP1 cell noCPT | TDP1 inh
COc1ccc(CCNC(=O)CSc2ncnc3c2oc2ccccc23)cc1OC
    -3% | ? | -4%
CCOc1cc(C(=O)OCC(=O)NCc2ccco2)cc(OCC)c1OCC
    -16% | ? | -6%
O=S(=O)(NCc1ccco1)c1ccc2ccccc2c1
    -4% | -3% | .
CC(C)(C)OC(=O)N[C@H](C(=O)OC(C)(C)C)c1ccccc1
    3% | -15% | -1%
O=C(CN1CCN(c2ccccn2)CC1)Nc1ccccc1
    1% | -6% | -2%
CSCCC(NC(=O)c1c(C)oc2c1CCCC2)C(=O)O (stereo unspecified)
    -15% | -7% | 0%
CCOc1ccccc1CNC(=O)CCn1ccc2cc(S(=O)(=O)N3CCCCC3)ccc21
    1%&-12% | 29µM* | 3%&3%
CCOc1ccccc1NC(=O)CCS(=O)(=O)c1cccc2nonc12
    2% | -20% | 7%
O=C(Nc1cnccn1)Nc1ccccc1Cl
    -1% | 29% | -3%
COc1ccc(-c2c(C#N)sc(C(N)=O)c2-c2ccc(OC)cc2)cc1
    -2% | 10µM* | 5%
CCN(C(=O)c1cc2c(s1)-c1ccccc1OC2)c1cc(Cl)ccc1OC
    -7% | 10µM* | 0%
Cc1ccc(-n2ncc3c(NCCc4ccccc4)ncnc32)cc1C
    2% | ? | -3%
COC(=O)Cc1[nH]n(-c2nc3ccccc3s2)c(=O)c1C(C)=O
    5% | 10µM* | .
Cc1onc(-c2ccccc2)c1-c1nc2cc(Cl)ccc2c(=O)o1
    -29% | ? | -7%
OCC1CCCN(C(=S)Nc2ccc(Nc3ccccc3)cc2)C1 (stereo unspecified)
    -7% | -52% | 4%
Cc1ccc2c(c1)C(c1ccccc1)N(C(=O)c1ccc(S(=O)(=O)N3CCCCC3)cc1)CC(=O)N2 (stereo unspecified)
    2% | ? | -2%[12.3 µM]
COc1ccc(C)cc1-n1c(-c2ccc(C)cc2)cc2c1CC(C)(C)CC2=O
    -4% | 8.2µM* | 5%
S=C(NCc1ccccc1)NN1CCOCC1
    -2% | -14% | -3%
CSc1nnc(-c2cc3ccccc3cc2O)n1C
    -5% | 8% | -1%
COc1ccc(-n2c(=O)cnc3cnc(OC)nc32)cc1
    -10% | 0% | .
Cc1ccc(C)c(S(=O)(=O)c2nnn3c2nc(N2CCCCC2)c2sccc23)c1
    -12% | ? | 0%
Cc1cc(NCc2ccccc2)nc2ccccc12
    -2% | ? | 3%
CCOCC(=O)Nc1ccccc1C(=O)OCC
    -7% | -4% | -10%

(cont.)
SMILES	GCN5L2 inh	TDP1 cell noCPT	TDP1 inh
O=C(CSc1nc2c(c(=O)[nH]1)CN(Cc1ccc(F)cc1)CC2)Nc1cccc(C(F)(F)F)c1	-3%	?	-6%
CC1=CN2C(=NC(=O)CC2(C)C(=O)N(CC(=O)NC2CCCC2)Cc2ccccc2)C=C1 (stereo unspecified)	-4%	9%	1%
COc1cc2c(cc1OC)CN(CC(=O)NC(=O)NCc1ccco1)CC2	-24%	17%	3%
COc1cccc(NC(=O)CN(C)C(=O)CSCC(=O)Nc2ccc(C)cc2)c1	0%	-1%	2%
CCCn1c(=O)c2c(nc3n2CCCN3Cc2ccccc2)n(C)c1=O	-3%	-15%	.
COc1ccc(C(C)NS(=O)(=O)Cc2ccccc2)cc1 (stereo unspecified)	1%	-1%	0%
O=C1CCCN1CC(O)CS(=O)(=O)c1ccc(Cl)cc1 (stereo unspecified)	3%	0%	-12%
CCCSCCCNC(=O)c1ccc(Cn2c(=O)c3cccn3c3cccnc32)cc1	2%	-24%	3%
Cc1sc2nc(SCC(=O)OC(C)C)n(C)c(=O)c2c1C	2%	23µM*	6%
CCc1nc(CN2CCN(c3ccc(C(F)(F)F)cn3)CC2)c(C)[nH]1	2%	6.5µM*	.
CC1=C(C(=O)Nc2ccccc2)C(c2ccncc2)C(C#N)=C(SCC(=O)NC2CC2)N1 (stereo unspecified)	-17%	-15%	-1%
COc1cccc(CN2CCNC(=O)C2CC(=O)N(C)C2CCOCC2)c1 (stereo unspecified)	-1%	4%	0%
Cc1ccc2c(c1)c(N=Nc1cccc(C(=O)O)c1)c(O)n2C	-24%	-2%	0%
O=C(Cc1ccccc1)NCC(=O)OCC(=O)c1ccc(F)cc1	-5%	11%	5%
Cc1ccc2nsnc2c1S(=O)(=O)N1CCN(CCc2ccccc2)CC1	-6%	0%	4%
CCOc1ccc(CNC(=O)c2ccc3nc(CC)c(CC)nc3c2)cc1OC	1%	?	-3%
Cc1nn(C)c2c1c(-c1ccccc1)cc(=O)n2C(C)C(=O)NCc1ccc(F)cc1 (stereo unspecified)	-4%	?	5%
COc1ccc2c(c1)c1c(c(=O)n(Cc3ccccc3)c(=O)n1CC(=O)Nc1ccc(C)cc1C)n2C	0%	15%	6%
Cc1ccc(NC(=O)Nc2ccccc2C#N)c(Cl)c1	-14%	-27%	4%
C=C1CC(C)OC(c2ccccc2OCC(O)CN2CCCCC2)C1 (stereo unspecified)	-10%	-15%	3%
CC(=O)NCC(=O)OCC(=O)N1c2ccccc2Sc2ccccc21	-17%	-7%	5%
CC(C)Cn1c(SCC(=O)NC(=O)NC2CCCC2)nc2ccccc21	-10%	16µM*	0%
CCOC(=O)C1=C(c2ccc(OC)cc2)C(=O)c2ccccc2C1=O	2%	1.5µM*	13%
COc1cc(/C=N/NC(=O)c2ccccn2)cc2c1OCO2	-21%	1%	-5%
CCOc1ccc(NC(=O)CSc2nc3ccccc3nc2N2CC(C)OC(C)C2)cc1 (stereo unspecified)	-3%	10µM*	.
NNC(=O)c1cncc(Br)c1	-4%	4%	.
O=C(COc1cccc(Br)c1)N/N=C1\CCCc2ccccc21	4%	-9%	3%
COc1ccc(C(C(=O)Nc2ccc3c(c2)OCO3)N(C)C(=O)Cc2c[nH]c3ccccc23)cc1 (stereo unspecified)	-7%	?	1%
O=C(Cn1nc2ccccc2n1)N/N=C/c1cc([N+](=O)[O-])ccc1O	-15%	?	1%
Cc1c(C(=O)NN2CCOCC2)oc2c1ccc1ccccc12	-7%	?	2%
COc1ccccc1CNC(=O)CN1NS(=O)(=O)c2ccccc2C1=O	1%	?	0%
COc1cccc(CN2CCNC(=O)C2CC(=O)N(C)C2CCOCC2)c1OC (stereo unspecified)	-27%	-2%	1%
CCS(=O)(=O)c1ncc(N(Cc2ccc(F)cc2)Cc2ccco2)c(C(=O)Nc2cc(C)ccc2C)n1	-3%	?	3%
Cc1ccccc1NC(=O)c1cccc2nc3ccccc3nc12	-10%	23µM*	10%
O=C(Nn1cnnc1)c1cc(-c2cccc(Br)c2)nc2ccccc12	0%	6%	6%
N#Cc1c2c(c(-c3ccccc3)[nH]c1=O)CCCC2	0%	-24%	3%
COCCCNC(=O)C1CCCN(C(=O)Nc2ccc(OC)cc2)C1 (stereo unspecified)	-2%	16%	1%
CCCN1C2CCCC1CC(NC(=S)Nc1cc(C)cc(C)c1)C2 (stereo unspecified)	16%	?	7%
Cn1c(Cc2ccccc2)nnc1SCC(=O)NC1CC1	-4%	-8%	-4%
CC1=C(C(=O)NC2CCCc3c2cnn3-c2cc(F)cc(F)c2)OCCO1 (stereo unspecified)	2%	?	5%
COc1ccc(-c2cc(C(F)(F)F)n3nc(-c4ccc(Cl)cc4)cc3n2)cc1OC	-1%	?	-2%
CC1CCCCN1C(=O)Cn1cc(C(=O)c2ccco2)c2ccccc21 (stereo unspecified)	-4%	?	-9%
CCN(C(=O)c1ccc(Cl)c([N+](=O)[O-])c1)c1ccccc1	7%	15µM*	-2%
O=C(COC(=O)C1CC(O)CN1C(=O)Oc1ccccc1)c1ccc(Br)cc1 (stereo unspecified)	0%	-15%	5%

High-throughput results as filed in PubChem.
